Screens: PubChem, Sanford-Burnham Center for Chemical Genomics
hIAP inh = blocks human intestinal alkaline phosphatase | hit rate 0.12% among 330,000 | purified IAP, CDP-Star luminescence, 30 min | inhibition, % at 10 µM | P09923;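 active = inhibition reaching a set limit with compound at 10 µM in the primary screen, cut at about 35% in these data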;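 also: plate controls were DMSO wells with enzyme for no effect and no-enzyme buffer wells for full effect; values of inactives mirror those of a sister screen read the other way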
Target sequence (P09923 whole entry, looked up): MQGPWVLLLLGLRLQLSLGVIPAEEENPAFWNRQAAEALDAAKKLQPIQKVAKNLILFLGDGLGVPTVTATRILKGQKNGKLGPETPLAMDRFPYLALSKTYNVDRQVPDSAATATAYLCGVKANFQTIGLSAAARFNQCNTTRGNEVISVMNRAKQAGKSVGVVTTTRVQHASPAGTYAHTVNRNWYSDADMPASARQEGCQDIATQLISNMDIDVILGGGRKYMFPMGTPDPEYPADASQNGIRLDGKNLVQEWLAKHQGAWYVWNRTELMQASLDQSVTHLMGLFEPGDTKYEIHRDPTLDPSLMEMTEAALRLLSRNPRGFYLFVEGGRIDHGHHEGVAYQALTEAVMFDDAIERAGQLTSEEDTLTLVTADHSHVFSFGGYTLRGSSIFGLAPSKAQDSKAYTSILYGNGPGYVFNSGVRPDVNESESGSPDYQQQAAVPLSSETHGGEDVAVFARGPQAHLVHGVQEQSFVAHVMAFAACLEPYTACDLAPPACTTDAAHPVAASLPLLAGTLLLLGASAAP
hIAP activ = human IAP activation | P09923 | purified human IAP, CDP-Star luminescence, 30 min; hits give high values; 1 = vehicle-only enzyme, 0 = enzyme-free background | activation factor at 10 µM | hit rate 0.16% among 330,000 | AID 2524;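 active = activation factor of the enzyme at least 2-fold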; also: the source names both 10 and 20 µM as test concentration; values of inactives mirror those of a sister screen read the other way
NLRP3 yeast inh = NALP3 inhibition in yeast | Yeast reconstituted NLRP3/ASC/caspase-1, beta-gal luminescence, 24 h | inhibition, % at 10 µM | hit rate 0.39% among 330,000;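 active = inhibition of 50% or more; inactive = inhibition below 50%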;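 also: plate controls were induced DMSO wells for no effect and uninduced yeast grown without galactose for full effect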
mIAP act = mouse IAP activation; muIAP, CDP-Star luminescence, 30 min; hits give high values; 1 = vehicle-only enzyme signal, 0 = enzyme-free wells; activation factor at 10 µM; hit rate 0.24% among 330,000; AID 2805;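 active = activation factor of at least 2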; also: the source names both 10 and 20 µM as test concentration; values of inactives mirror those of a sister screen read the other way
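System: mouse IAP enzyme. Reagent: CDP-Star chemiluminescent phosphatase substrate. Benchmarks: DMSO wells, no-enzyme wells. Times: 30 min enzyme-substrate-compound incubation at room temperature. Detection: luminescence from enzymatic CDP-Star hydrolysis. Doses: test compounds delivered from DMSO solution.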
mIAP inh = blocks mouse intestinal alkaline phosphatase; purified mouse IAP, CDP-Star luminescence, 30 min; inhibition, % at 10 µM; hit rate 0.2% among 330,000; AID 2806;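 active = inhibition of at least 40% at 10 µM in the primary screen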;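 also: plate controls were DMSO with enzyme for no effect and no enzyme wells for full effect; values of inactives mirror those of a sister screen read the other way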
Apaf1 inhib = inhibitors of human Apaf-1 apoptosome. AID 489030. inhibition, % at 20 µM. reconstituted apoptosome caspase-3 activity, DEVD-Rh110 fluorescence. O14727. hit rate 0.71% among 330,000; active = inhibition of at least 40% at 20 µM;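 also: plate controls were DMSO wells for no effect and DEVD-CHO caspase inhibitor wells for full effect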
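Assay system: Apoptosome proteins | Medium: pH 7.5 Hepes buffer with CHAPS, BSA, DTT | Also added: Cytochrome c and DEVD-Rh110 substrate | Times: 30 min plus 50 min, RT | Detection: Rhodamine 110 fluorescence at Ex 480/Em 540 nm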
ATG4B inh = ATG4B (human) cysteine protease inhibition. Q9Y4P1. ATG4B cleavage of LC3-PLA2, NBD-HPC fluorescence, 1 h. inhibition, % at 8.33 µM. hit rate 0.51% among 340,000. AID 504462; in the data active = inhibition above about 40%
Target sequence (Q9Y4P1 whole entry, looked up): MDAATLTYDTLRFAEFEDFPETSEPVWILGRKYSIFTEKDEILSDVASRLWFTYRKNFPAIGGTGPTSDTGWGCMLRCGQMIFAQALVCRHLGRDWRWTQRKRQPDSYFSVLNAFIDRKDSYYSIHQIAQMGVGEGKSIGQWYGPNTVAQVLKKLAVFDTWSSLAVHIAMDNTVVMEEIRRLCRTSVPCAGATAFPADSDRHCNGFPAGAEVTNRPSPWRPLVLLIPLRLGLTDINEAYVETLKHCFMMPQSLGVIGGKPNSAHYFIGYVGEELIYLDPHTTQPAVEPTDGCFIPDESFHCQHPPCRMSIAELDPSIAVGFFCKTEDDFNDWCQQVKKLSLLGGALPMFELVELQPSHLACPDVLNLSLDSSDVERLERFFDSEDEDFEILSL
tim10-1 inh = growth inhibitors of tim10-1 mutant yeast; hit rate 2.2% among 330,000; S. cerevisiae tim10-1 ts strain growth, BacTiter-Glo, 24 h; inhibition, % at 20 µM;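 active = inhibition of at least 40%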;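 also: mutant grown at 25 °C; 0% = DMSO wells with yeast and 100% = wells holding no yeast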
TIM10 inh = growth inhibitors of TIM10 yeast strain | S. cerevisiae TIM10 strain growth, BacTiter-Glo luminescence, 24 h | inhibition, % at 10 µM | hit rate 1.4% among 330,000 | AID 463195;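 active = inhibition of 40% or more at the single tested concentration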;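 also: wild-type TIM10 isogenic control strain grown at permissive 25 °C; 0% = DMSO yeast wells and 100% = minimal medium wells without yeast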
* marks the source's active call; other numbers are inactive results; x = not tested or not shown. An unsorted share of the library, and some 4.5% of all compounds hit somewhere here.

Each structure is followed by: hIAP inh	hIAP activ	NLRP3 yeast inh	mIAP act	mIAP inh	Apaf1 inhib	ATG4B inh	tim10-1 inh	TIM10 inh
> N#C/C(=C/c1ccc(O)cc1)C(=O)NCc1ccc(Cl)cc1
 : 5.1	0.949	3.6	0.883	11.7	6.1	2.5	-15.2	16.6
> OC(C#CCN1CCCC1)(c1ccccc1)c1cccnc1 (stereo not given)
 : 0.1	0.999	18.7	0.984	1.6	16.0	3.6	-16.7	-28.6
> Cc1cc(F)ccc1N1CCC(N2CCN(C(C)C)C(CCO)C2)CC1 (stereo not given)
 : -12.9	1.13	-0.8	0.902	9.8	0.7	-4.4	22.7	-9.5
> CCOc1ccc(OCC(=O)Nc2ccc(OC)cc2[N+](=O)[O-])cc1
 : 21.3	0.787	-0.3	0.906	9.4	-12.2	-0.2	8.0	11.2
> CC1(C)CN(c2ccc(N3CC(C)(C)C3=O)cc2)C1=O
 : -7.0	1.07	13.5	0.936	6.4	-9.0	-6.6	-12.0	0.9
> O=C(NCc1ccc(Cl)cc1)C1CCN(S(=O)(=O)c2cc([N+](=O)[O-])ccc2Cl)CC1
 : 4.4	0.956	-29.1	0.844	15.6	-15.5	-5.7	2.6	9.2
> COc1ccc(NC(=O)c2ccc(OCC3CCCO3)cc2)cc1Cl (stereo not given)
 : 5.6	0.944	14.5	0.976	2.4	9.1	-3.9	-4.4	2.7
> CN(c1cccc(NC(=O)Cc2ccccc2)c1)S(C)(=O)=O
 : -10.7	1.11	12.7	1.13	-12.8	-5.5	4.6	-16.5	-9.9
> Fc1ccc2nc(N3CCCCC3)sc2c1
 : -4.5	1.04	14.1	0.897	10.3	6.7	5.1	1.7	-11.9
> O=C(NCC1CCCO1)c1ccc(S(=O)(=O)N2CCCCC2)cc1 (stereo not given)
 : -20.4	1.2	6.6	1.09	-8.7	4.9	-8.2	10.2	5.8
> CC(=O)C1=C(C)NC(=O)NC1c1ccccc1OCC(=O)NCCc1ccccc1 (stereo not given)
 : 14.3	0.857	-10.6	0.959	4.1	-21.5	2.1	1.9	-1.6
> CCOC(=O)c1cc2c(ccn2C)n1CC(=O)N(Cc1ccccc1)c1ccccc1
 : -27.7	1.28	6.0	1.03	-3.4	13.6	3.5	16.0	10.7
> C[C@@]12CC(=O)NC1N(C(=O)c1cccc(C(F)(F)F)c1)C(c1ccccc1O)C2 (stereo not given in full)
 : 5.3	0.946	-1.0	0.996	0.4	2.8	-16.7	12.2	-31.3
> Cc1ccc(S(=O)(=O)NCc2n[nH]c(=S)n2C)cc1
 : -6.0	1.06	2.3	0.995	0.5	-0.6	-9.2	11.9	3.7
> Cc1cc(C)nc(SCC(=O)N/N=C/c2cccc([N+](=O)[O-])c2)n1
 : 8.8	0.912	-2.0	0.796	20.4	-2.7	3.3	-12.1	-13.7

Part of the list above, showing only hIAP activ and tim10-1 inh:
molecule | hIAP activ | tim10-1 inh
Fc1ccc2nc(N3CCCCC3)sc2c1 | 1.04 | 1.7
N#C/C(=C/c1ccc(O)cc1)C(=O)NCc1ccc(Cl)cc1 | 0.949 | -15.2

Further entries follow:
Each structure is followed by: hIAP inh	hIAP activ	NLRP3 yeast inh	mIAP act	mIAP inh	Apaf1 inhib	ATG4B inh	tim10-1 inh	TIM10 inh
> Cc1cc(SCC(=O)c2cccs2)n2nc(C)c(-c3ccc(Cl)cc3)c2n1
 : 1.1	0.989	20.0	0.875	12.5	5.7	2.1	19.4	-0.5
> COc1ccc(C)cc1NC(=O)CCc1ccc(S(=O)(=O)N2CCOCC2)cc1
 : -3.7	1.04	1.2	1.11	-10.9	-8.4	-11.4	10.0	1.7
> CCSc1nnc(-c2cccnc2)n1-c1ccc(Cl)c(C)c1
 : 13.0	0.87	-0.3	0.935	6.5	-20.1	-4.7	24.7	15.4
> CC(=O)c1cccc(NC(=S)NC(=O)CC(C)C)c1
 : 9.1	0.909	-8.9	0.905	9.5	-12.2	-10.0	26.9	18.5
> CC(=O)c1ccccc1OCC(O)CNC1CCCC1 (stereo not given)
 : -26.3	1.26	14.4	1.08	-7.8	-13.1	3.8	-6.3	-5.9
> Cc1ccc(-n2c(O)c(C=Nc3cc(C)on3)c3ccccc3c2=O)c(C)c1
 : -4.6	1.05	30.7	0.933	6.7	18.2	8.3	17.2	11.0
> O=C(O)c1ccc(N2CCCCC2)cc1O
 : -4.0	1.04	10.3	0.997	0.3	-8.0	-5.8	-10.5	1.6
> O=C(CSCc1ccccc1)N/N=C/c1ccccc1OCc1ccccc1
 : -14.6	1.15	7.6	1.06	-6.4	15.7	11.7	22.9	19.0
> c1cnc2ccc3ncccc3c2c1
 : 0.8	0.992	4.3	1.14	-13.9	6.0	3.0	6.7	-9.0
> CCCC1Cc2c(sc(NC(=S)NC(=O)c3ccccc3)c2C#N)CO1 (stereo not given)
 : 4.4	0.956	8.1	0.753	24.7	10.1	x	15.9	21.2
> COC(=O)C1=C(N)N(c2ccc(F)cc2)C2=C(C(=O)CCC2)C1c1ccc2c(c1)OCO2 (stereo not given)
 : 9.2	0.908	16.4	0.97	3.0	7.6	2.1	-0.6	-6.3
> CCCc1sc(N)nc1-c1ccc(Cl)cc1
 : -4.6	1.05	-5.1	1.04	-3.9	25.2	-2.5	43.2*	18.4
> O=C(O)CSc1nc(-c2cccs2)cc(C(F)(F)F)n1
 : -13.3	1.13	-1.3	1	-0.1	9.9	-3.3	17.4	-7.6
> C=CCOc1cccc(C2/C(=C(/O)c3ccc(F)cc3)C(=O)C(=O)N2CCN2CCOCC2)c1 (stereo not given)
 : -8.1	1.08	8.4	1.04	-4.5	-3.3	-4.6	26.4	-6.6
> CN(C)CCn1ccc(O)c(Cc2ccc(Cl)cc2)c1=O
 : 1.5	0.985	-4.9	1.06	-6.5	-1.9	8.1	-14.4	8.5

Following part
Each structure is followed by: hIAP inh	hIAP activ	NLRP3 yeast inh	mIAP act	mIAP inh	Apaf1 inhib	ATG4B inh	tim10-1 inh	TIM10 inh
> O=C(CCNC(=O)C1CCN(S(=O)(=O)c2ccccc2)CC1)NCCc1cccc(F)c1
 : -17.8	1.18	0.8	1.05	-5.1	-4.4	-7.7	4.8	-0.8
> COc1ccc(/C=C/C(=O)N[C@H](C(=O)O)C(C)C)cc1
 : 17.8	0.822	-2.2	0.997	0.3	-17.8	-0.7	1.7	6.7
> O=C(Cc1ccccc1)N/N=C/c1cc2c(cc1Cl)OCO2
 : 3.2	0.968	6.3	1.01	-1.1	9.7	0.3	-13.4	-27.8
> O=C(c1ccccc1)N1CCN(c2ccc([N+](=O)[O-])c(NCc3cccnc3)c2)CC1
 : 11.7	0.883	-7.1	0.98	2.0	11.2	-22.2	9.3	9.4
> OC(CNCCc1ccccc1)COc1ccc(OCC(O)CNCCc2ccccc2)cc1 (stereo not given)
 : -17.3	1.17	38.7	0.975	2.5	28.2	-8.1	-20.4	-8.7
> Cc1ccc2c(c1)N(CC(=O)c1cccc(Cl)c1)C(=O)C(C)O2 (stereo not given)
 : 3.2	0.968	6.3	0.906	9.5	-1.2	-4.2	0.2	8.1
> O=C1CCCC(O)=C1C=NCc1ccccc1
 : 8.4	0.916	7.1	1.06	-6.3	-6.4	2.5	-4.7	-10.1
> Cc1cc(Br)ccc1SCC(=O)N1CCN(S(=O)(=O)c2ccccc2)CC1
 : 10.1	0.899	20.9	0.983	1.7	30.0	-6.2	12.0	3.0
> CN(CC(=O)NCc1ccc(F)cc1)CC(=O)Nc1ccc(Cl)c(C(F)(F)F)c1
 : -21.0	1.21	6.4	1.18	-18.0	21.4	-1.4	27.3	18.4
> COCC(C)N=C1NN=C(c2ccc(NC(C)=O)cc2)CS1 (stereo not given)
 : 19.4	0.806	10.0	0.837	16.3	-14.4	-4.3	13.5	3.8
> COc1ccc(-c2cc(C(F)(F)F)nc(NCc3cccs3)n2)cc1
 : -6.0	1.06	14.6	0.928	7.2	3.8	16.1	-37.4	-10.8
> COc1ccc(NC(=O)COC(=O)CC2CCCC2)cc1
 : 7.7	0.923	8.3	1.06	-5.7	-3.1	-1.6	-28.9	-7.2
> Cc1cc(OCC(=O)N(C(C)C)C(C)C)ccc1Cl
 : -3.7	1.04	7.9	1.04	-3.6	3.6	-33.4	12.4	4.6
> O=C(NNS(=O)(=O)c1ccccc1)C(O)(c1ccccc1)c1ccccc1
 : 14.6	0.854	7.0	1.04	-4.2	-15.1	-7.2	15.4	-2.8
> O=C(c1ccc(-c2cccc(C(F)(F)F)c2)o1)N1CCCC(C(F)(F)F)C1 (stereo not given)
 : 0.5	0.995	0.4	0.996	0.4	42.8*	3.0	27.1	21.8

Additional entries follow:
Each structure is followed by: hIAP inh	hIAP activ	NLRP3 yeast inh	mIAP act	mIAP inh	Apaf1 inhib	ATG4B inh	tim10-1 inh	TIM10 inh
> CCn1c(=O)c(C)nn2c3ccccc3nc12
 : -11.4	1.11	9.0	1.04	-3.7	-3.7	-6.8	28.1	3.5
> Cc1cc(C)c(S(=O)(=O)N2CCCC(C(=O)NCc3ccncc3)C2)c(C)c1 (stereo not given)
 : 18.3	0.817	16.1	1.05	-5.0	-1.8	4.6	1.2	0.4
> O=[N+]([O-])c1ccccc1/C=N/N1CCN(c2ccccn2)CC1
 : 8.9	0.911	12.9	0.98	2.0	8.0	12.6	21.9	1.6
> O=C(Nc1nc2c(s1)C(=O)CCC2)c1ccccc1
 : -7.2	1.07	11.8	1.02	-1.9	-5.1	-8.9	-12.5	-0.3
> CCN(CC)CCCNC(=O)c1cc2c(=O)n(C)c3ccccc3c2n1C
 : 7.7	0.923	4.0	0.846	15.4	-2.3	5.0	-6.1	-11.1
> COc1cc(NC(=O)c2cc3sccc3n2C)cc(OC)c1
 : 12.6	0.874	28.9	1.05	-5.0	13.7	-6.8	32.4	31.3
> O=C(NCc1ccccc1Cl)C1CCC(=O)N(CCCN2CCCC2=O)C1 (stereo not given)
 : -5.0	1.05	-1.0	1.01	-1.1	-1.6	0.9	-16.8	3.2
> O=C(CCN1CCN(CCO)CC1)Nc1ccc(F)c(F)c1
 : 12.5	0.875	0.0	0.944	5.6	-0.1	-5.0	7.0	-6.6
> COc1cc(C)ccc1OCCOCCOc1ccc([N+](=O)[O-])cc1
 : -4.4	1.04	31.5	0.939	6.1	2.8	-13.0	-5.6	7.3
> O=C(O)C1C2C=CC3(CN(Cc4ccco4)C(=O)C13)O2 (stereo not given)
 : 5.0	0.95	4.7	0.888	11.2	-10.9	1.7	0.7	-7.3
> CC(C)CN(C)C(=O)CCc1nnc(Cc2cccc(C(F)(F)F)c2)o1
 : 1.8	0.982	10.1	1.07	-7.3	9.2	-4.7	18.0	11.6
> COc1ccc(C(=O)N[C@H](C(=O)NCCc2ccc3c(c2)OCCO3)C(C)C)cc1
 : -4.0	1.04	14.4	1.05	-4.6	-2.0	-7.1	11.6	10.0
> CCN(Cc1ccccc1)S(=O)(=O)c1ccc(C(=O)N2CCN(c3nc4ccccc4s3)CC2)cc1
 : 17.5	0.825	-6.5	0.944	5.6	3.4	20.6	-8.9	-10.2
> COc1ccc(OC)c(C2C(C#N)=C(N)Oc3cc(C)[nH]c(=O)c32)c1 (stereo not given)
 : -8.0	1.08	12.3	1.01	-1.5	6.7	-4.2	13.0	-2.3
> CCc1ccc2nc(N(CCCN(C)C)C(=O)c3ccc(C(=O)c4ccccc4)cc3)sc2c1
 : -3.5	1.03	13.1	0.899	10.1	23.6	12.7	34.3	-0.3
> CCCOC(=O)c1cccc(Nc2nc(-c3cccnc3)nc3ccccc23)c1
 : 15.0	0.85	21.0	0.955	4.5	0.7	-6.6	29.6	15.0
